TGFb SMAD3 inh: qHTS for Inhibitors of TGF-b | HepG2 CAGA-GFP TGF-b/SMAD3 reporter, GFP fluorescence, 18 h; TGF-beta stimulated, 500 pg/mL final | Potency, µM (titrated, usually from 46.1 µM), inactives show at the highest dose activity, negative = inhibition, hits mostly inhibitors | hit rate 1.2% among 410,000 | AID 588855, 2011; further: potency means the concentration at half of the fitted maximal effect; on the % scale 0 is the no-effect control and ±100 the full control effect; nearly all actives have a fitted effect of over 65% in size
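Cell-based qHTS in HEPG2 carrying a CAGA-GFP Smad reporter; compounds added before 500 pg/mL final TGF-beta, 18 h incubation at 37 degrees C, GFP fluorescence quantified per cell by imaging cytometry.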
Nrf2 activator: qHTS of Nrf2 Activators; AREc32 ARE-luciferase reporter (MCF7-derived line), luminescence, 24 h; Potency, µM (doses to about 46.1 µM), inactives show at the top dose activation, actives largely listed as activators; hit rate 0.31% among 410,000; AID 624171, 2012; further: potency means the concentration at half of the fitted maximal effect; % of control where 0% means no effect; nearly all actives have a fitted effect of over 65% in size
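AREc32_Fluc, 1000 cells/well, OPTI-MEM + 5% FBS, o/n 37 deg C 5% CO2; 23 nL cpd by pin tool, 24 hr; Steady-Glo 30 min RT, luminescence.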
A549 viability: Nrf2 qHTS screen for inhibitors: counterscreen for cytotoxicity | A549 ARE-Fluc cells, CellTiter-Fluor viability, 18-24 h | AID 504648, 2011 | Potency, µM (top dose mostly 46 µM), for the others: top-dose activity change, negative = cytotoxicity, actives largely listed as inhibitors | hit rate 0.16% among 390,000; further: potency means the concentration at half of the fitted maximal effect; on the % scale 0 is the no-effect control and ±100 the full control effect
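Cytotoxicity counterscreen: CellTiter-Fluor fluorescence was measured in A549 ARE_Fluc cells after 18-24 h of compound exposure in a concentration series. The subsequent BugLite luminescent read reports ARE-luciferase activity.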
pAkt inh: HTS Assay for Inhibitors of Akt Phophorylation: Primary Screen | hit rate 0.32% among 360,000 | activity change, % for hits at 50 µM | Neuro2A IGF-stimulated pAkt S473 HTRF, 20 min; active compounds read low | AID 651550, 2012; in the data active means activity change below about -80%; inconclusive means mostly about -51% to -80%; further: on the % scale 0 is the no-effect control and ±100 the full control effect
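Single-point screen (50 µM final compound) in Neuro2A cells stimulated 20 min with 6 nM IGF at 37 deg C. After lysis, Ser473-phosphorylated Akt read by HTRF (ex 330 nm, em 615/665 nm) as the 665/615 ratio.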
CCT chaperon mod: High-Throughput Screening for Modulators of Cytosolic Chaperonin Activity; purified chaperonin ATPase assay, HTRF ADP detection, 30 min; activity change, % (no concentration beside the values), hits read low; hit rate 0.3% among 360,000; AID 651819, 2012; in the data active means activity change below about -30%; further: on the % scale 0 is the no-effect control and ±100 the full control effect
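Nucleotide hydrolysis assay: TRiC at 20–40 nM final (set by batch activity) with 10 uM ATP, 30 min at 37 °C, in presence of 76 uM compound. Detection by competitive ADP HTRF, 30 min ambient.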
Nrf2 inh: Nrf2 qHTS screen for inhibitors. A549 ARE-Fluc reporter, luciferase luminescence, 18-24 h. Potency, µM (highest dose often 46 µM), without a hit: at the top dose activity change, negative = inhibition, hits mostly inhibitors. hit rate 2.1% among 360,000. AID 504444, 2011; further: potency means the concentration at half of the fitted maximal effect; on the % scale 0 is the no-effect control and ±100 the full control effect; nearly all actives have a fitted effect of over 60% in size
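In this cell-based qHTS, ARE-driven firefly luciferase in A549 cells reports Nrf2 activity; the luminescent signal after BugLite lysis is the measured value, with a prior CellTiter-Fluor read for cell health.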
HepG2 viability: qHTS for Inhibitors of TGF-b: Cytotox Counterscreen. hit rate 0.76% among 410,000. Potency, µM (top dose mostly 46.1 µM), inactives show at the top dose activity change, negative = cytotoxicity, hits mostly cytotoxic. HepG2 CAGA-GFP viability, ATP luminescence, 18 h; further: potency means the concentration at half of the fitted maximal effect; some results filed as inactive show a strong effect at the top dose
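CellTiter-Glo luminescence gave cytotoxicity after 18 hours at 37 degrees C. The cells were HepG2 CAGA-GFP in 1% FBS DMEM, stimulated with 500 pg/mL TGF-beta after compound addition. %Activity was normalised to no-cell wells (complete cell-killing) and DMSO (no toxicity), and curves were fitted and classified.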
Mm-Cpn inhibitor: Inhibitors of TCP-1 ring complex (TRiC) of Methanococcus maripaludis (MmCpn): qHTS | Chaperonin Mm-Cpn (Methanococcus maripaludis) | purified Mm-Cpn ATPase, ADP Transcreener TR-FRET | Potency, µM (series often up to 76.9 µM), for the others: at the top dose activity, negative = inhibition, actives largely listed as inhibitors | hit rate 0.031% among 330,000 | AID 504842, 2011; further: potency means the concentration at half of the fitted maximal effect; on the % scale 0 is the no-effect control and ±100 the full control effect; nearly all actives have a fitted effect of over 80% in size
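25 nM Mm-CPN + cpd, 10 min 37°C; + 10 uM ATP, 30 min 37°C; buffer 30 mM Tris pH 7.4, 100 mM KCl, 5 mM MgCl2, 1 mM DTT; Transcreener ADP HTRF detection 30 min RT.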
Abeta rescue: qHTS for compounds that reverse cellular toxicity of Amyloid beta (A-beta) peptide in yeast: Primary Screen; Potency, µM (doses to about 46.1 µM), for inactives: at the highest dose growth rescue, actives largely listed as activators; yeast expressing A-beta42, growth rescue, OD600, 48 h; response scale: 0% DMSO, 100% iron-clioquinol control; hit rate 0.063% among 410,000; further: potency means the concentration at half of the fitted maximal effect; nearly all actives have a fitted effect of over 55% in size
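Yeast growth medium received pinned compounds, then yeast cells expressing toxic A-beta were added; plates incubated at 30 C for 48 hr. Growth read as absorbance at 600 nm, normalized to DMSO and equimolar FeCl3 plus clioquinol controls.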
An asterisk follows results filed as active; i = inactive; u = inconclusive; x = no result given; & = joins results of further samples; ! = not active in a repeat; [ ] = another dose, or the depositor's remark. Unless noted, the call rests on the fitted dose curve; in most records, active means well fitted curve in the direction sought with a large enough effect; inconclusive means small, poorly fitted or top-dose-only effect, or another doubt; inactive means no such curve, though single readings can be large; an effect the other way counts as inactive or inconclusive.

SMILES | TGFb SMAD3 inh | Nrf2 activator | A549 viability | pAkt inh | CCT chaperon mod | Nrf2 inh | HepG2 viability | Mm-Cpn inhibitor | Abeta rescue
Cc1ncc(CO)c2cc(C(N)=O)c(=Nc3ccccc3)oc12 | -12.1% | 5.1% | 11.2% | i | 0.5 | u | -0.9% | -14.7% | -6.2%
Cc1ccc(C)c(Cn2c(CO)nc3ccccc32)c1 | -37.0% | -0.7% | -3.9% | i | 1.6 | x | -10.1% | -0.5% | 7.5%
COCC1CCCCN1C(=O)c1ccc(OC2CCN(Cc3ccccn3)CC2)cc1 (stereo not given) | 6.4% | -0.3% | 1.4% | i | -1.5 | 9.3% | -1.8% | 0.1% | -0.7%
Cc1ccc(C(=O)N2CCCC(CCC(=O)N3CCN(c4ccccn4)CC3)C2)cc1C (stereo not given) | u | -0.1% | -7.0% | i | -0.2 | u | -18.3% | 2.6% | -5.0%
Cc1cc(C)cc(N2CC(C(=O)O)CC2=O)c1 (stereo not given) | -8.5% | -0.3% | 8.0% | i | -2.5 | 17.0% | -23.4% | 1.1% | 16.9%
CCC(=O)N(C)C[C@H]1Oc2cc(-c3cccnc3)ccc2S(=O)(=O)N([C@H](C)CO)C[C@H]1C | 4.2% | 0.1% | x | i | -2.3 | x | -15.0% | x | 2.6%
COC(=O)C(Cc1ccccc1)NC(=O)CSc1nc(N)cc(=O)[nH]1 (stereo not given) | 0.0% | -0.6% | 18.3% | i | 1.7 | 45.7% | 6.5% | -0.4% | 3.9%
CC(=O)Oc1ccc(C(=O)Nc2cc(NC(=O)c3ccc(OC(C)=O)cc3)cc(C(=O)NC(C)(C)C)c2)cc1 | u | 0.9% | 1.2% | i | -1.2 | -1.8% | -35.4% | -1.5% | -8.7%
O=C1CCCC(=O)N1c1ccc(O)cc1 | -7.4% | -0.9% | u | i | 0.1 | 1.1% | -7.7% | 0.4% | -3.4%
Cc1cccc(C(=O)NC2CCN(CC(=O)Nc3ccccc3Cl)CC2)c1 | -1.0% | 0.9% | -0.3% | i | -1.3 | -12.1% | 2.1% | -1.9% | -15.2%
Cc1cc2oc(C(=O)N(Cc3ccc(Cl)cc3)Cc3ccco3)c(C)c2cc1Cl | x | 4.3% | 17.1% | x | x | -3.0% | 2.1% | x | -14.0%
O=C(COc1ccccc1Cl)N(Cc1ccco1)C1CCS(=O)(=O)C1 (stereo not given) | -1.9% | -0.5% | 10.6% | i | 1.2 | -21.1% | -31.6% | -0.6% | 5.0%
Cc1ccc(NC(=O)CSc2nnc(NC(=O)C(C)C)s2)c(C)c1 | -2.1% | 0.1% | -6.1% | i | -0.3 | -1.4% | -15.7% | 2.0% | 1.2%
COc1nc(-c2cccc([N+](=O)[O-])c2)nc2ccccc12 | 3.7% | 0.2% | 10.0% | i | -0.4 | 0.8% | -12.6% | -0.1% | -3.7%
O=C(Nc1ccccc1)C1=C(O)CC(c2ccco2)CC1=Nc1ccccc1 (stereo not given) | -0.8% | 0.0% | -4.0% | i | -1.5 | 7.8% | -1.7% | -0.4% | 3.1%

Whole records, quoted from the list. Screens in order: TGFb SMAD3 inh | Nrf2 activator | A549 viability | pAkt inh | CCT chaperon mod | Nrf2 inh | HepG2 viability | Mm-Cpn inhibitor | Abeta rescue
Cc1cc2oc(C(=O)N(Cc3ccc(Cl)cc3)Cc3ccco3)c(C)c2cc1Cl as listed: x | 4.3% | 17.1% | x | x | -3.0% | 2.1% | x | -14.0%
COCC1CCCCN1C(=O)c1ccc(OC2CCN(Cc3ccccn3)CC2)cc1 (stereo not given) as listed: 6.4% | -0.3% | 1.4% | i | -1.5 | 9.3% | -1.8% | 0.1% | -0.7%
COc1nc(-c2cccc([N+](=O)[O-])c2)nc2ccccc12 as listed: 3.7% | 0.2% | 10.0% | i | -0.4 | 0.8% | -12.6% | -0.1% | -3.7%

Remaining list, next part
SMILES | TGFb SMAD3 inh | Nrf2 activator | A549 viability | pAkt inh | CCT chaperon mod | Nrf2 inh | HepG2 viability | Mm-Cpn inhibitor | Abeta rescue
Cc1ccc(S(=O)(=O)N2CCN(C(=O)N(C)C)CC2)cc1C | -2.4% | 0.1% | -1.7% | i | -51.5* | 5.8% | 2.1% | 0.3% | -16.6%
O=C1c2ccccc2C(=O)N1OCCCN1C(=O)c2ccccc2S1(=O)=O | -12.5% | -0.4% | 3.1% | i | -1.9 | 3.8% | -1.3% | x | -10.1%
O=C(NNC(=O)c1ccccc1F)c1ccc2[nH]c(=O)c(=O)[nH]c2c1 | -4.5% | u | -0.2% | i | 0.3 | u | -1.9% | -0.6% | 14.6%
C[C@]12C=CC(=O)C=C1CC[C@H]1[C@@H]3C[C@@H](O)[C@](O)(C(=O)CO)[C@@]3(C)C[C@H](O)[C@@]12F | 40.0%[activator] | -0.9% | -15.0% | i | -2.5 | 0.411µM* | -1.4% | -0.5% | -12.1%
Cc1oc2c(CN3CCCCC3)c(O)ccc2c(=O)c1-c1ccc(Cl)cc1 | 0.0% | 3.8% | 2.2% | i | -0.3 | 1.9% | 1.2% | -2.6% | -31.0%[inhibitor]
CN(c1ncnc(N)c1[N+](=O)[O-])C1CCCCC1 | u | -1.5% | 0.5% | x | -4.4 | u | -41.4% | 0.8% | -2.2%
CSc1ncccc1C(=O)OCC(=O)NC(C)(C)C | -16.3% | 0.1% | -4.1% | i | -2.0 | 9.5% | -34.9% | -7.4% | 20.1%
CCOP(=O)(OCC)C(NC(=O)c1ccc(OC)c(OC)c1)c1ccccc1 (stereo not given) | 6.9% | 0.1% | 0.9% | i | 0.8 | -0.2% | 8.5% | -2.0% | 2.7%
CCOC(=O)c1cc(-c2ccc(OC(F)F)cc2)nc2c1c(=O)[nH]c(=O)n2C | 7.4% | -0.5% | 1.8% | i | 3.9 | -26.9% | -0.6% | -1.5% | -4.6%
Cc1ccc2c(COC(=O)c3ccccc3Cl)cc(=O)oc2c1 | 1.6% | 11.3% | 11.4% | i | -3.1 | u | -15.6% | 1.0% | -8.6%
COc1ccc(C(=O)C2CCCN(C(=O)c3cccc(Cl)c3F)C2)cc1OC (stereo not given) | -4.6% | -0.1% | -2.4% | i | -0.2 | -23.0% | -2.5% | -0.3% | -14.0%
COC(=O)Cn1c(=O)c(C(=O)CCl)c(N)n(Cc2ccccc2)c1=O | -5.1% | 5.8% | -5.9% | i | 1.2 | -22.0% | -36.0% | 1.4% | -2.2%
COc1ccc(OC)c(N/C=C2/CCCCC2=O)c1 | u | 5.3% | u | i | -1.4 | -27.0% | -2.3% | -1.8% | 3.1%
Cc1nnc(SCCn2c(N(C)Cc3ccccc3)nc3c2c(=O)n(C)c(=O)n3C)s1 | -6.3% | 2.6% | -8.1% | i | 2.0 | x | -13.4% | x | -1.4%
Cc1ccc(C(=O)Nc2ccncc2)cc1[N+](=O)[O-] | -17.4% | -0.6% | 4.3% | i | -1.7 | -14.8% | -34.9% | 1.1% | -17.8%
COCCNC(=O)c1cc(S(=O)(=O)N2CCC3(CC2)OCCO3)ccc1F | 1.4% | 0.3% | x | i | 1.2 | x | -0.2% | x | 7.5%
CCCN(CC(=O)Nc1ccccc1C)C(=O)C1CCN(C(=O)Nc2ccccc2)CC1 | -14.3% | -0.2% | 15.5% | i | 1.1 | u | 6.0% | 0.2% | -1.5%
O=C(Nc1cccc(NC(=O)c2ccc(Cl)cc2)n1)c1ccc(Cl)cc1 | -14.3% | 4.2% | 4.4% | i | -0.8 | u | 0.0% | -0.2% | -1.2%
Cc1ccc(OCC(=O)Nc2cccc(S(=O)(=O)N3CCCCCC3)c2)cc1C | -23.8% | 0.2% | -12.7% | i | -2.1 | u | 10.7% | -5.0% | 24.5%
CCOc1ccccc1NC(=O)CCN(c1ccc(C)cc1)S(=O)(=O)c1ccccc1 | 11.9% | 2.5% | -4.6% | i | -0.4 | -24.2% | 1.1% | 2.2% | -13.2%
CCCCc1nc2cc(C(=O)N(C)C(C)c3ccccn3)ccc2o1 (stereo not given) | -19.7% | 8.6% | 0.6% | i | 0.1 | 6.1% | -5.7% | 1.5% | x
COc1ccc(C2CC(O)(c3ccccc3)Oc3cc(OC)ccc32)cc1 (stereo not given) | 17.8µM* | 5.6% | 0.3%&0.5% | i | 2.2 | 14.2%&6.2% | 12.6µM*! | 0.4% | 2.0%
Cc1ccc(C(=O)NC2CCN(CC(=O)Nc3cccc([N+](=O)[O-])c3)CC2)cc1 | -0.2% | 3.0% | -4.0% | i | -2.2 | -4.2% | 35.0% | 0.6% | 8.5%
O=C(Nc1ccc(SC(F)F)cc1)c1cc(-c2ccc3c(c2)OCCO3)on1 | u | -0.5% | -6.7% | x | x | 24.1% | -25.2% | x | -11.6%
CN1C(=O)c2ccc(C(=O)NCc3ccccn3)cc2C1=O | -10.7% | -0.1% | 0.6% | i | -2.2 | 6.0% | -3.1% | -2.6% | -7.2%
NC(=O)CN1C(=O)C(=O)N(Cc2ccccc2)C1=O | 6.2% | -1.0% | 2.8% | i | 0.1 | -0.3% | -1.1% | -1.4% | 1.3%
CC1CCCN(CCC(=O)Nc2ccc3c(c2)CCC3)C1 (stereo not given) | 34.7%[activator] | 0.1% | 5.1% | i | 0.3 | 9.2% | -29.0% | 0.3% | -0.1%

From PubChem
